Screening results deposited in PubChem by several laboratories.
PvdQ inh: P. aeruginosa PvdQ acylase inhibition. purified PvdQ acylase, fluorescence plate reader. inhibition, % at 10 µM. 340,000 compounds, 0.063% hits. AID 488965; in the data active = inhibition above about 30%, passing the limit was not always enough;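 note: 0% = vehicle neutral wells and 100% = reference inhibitor wells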
Tat export inh: inhibitors of E. coli Tat protein transport; E. coli MC4100 TorA-mCherry Tat export, fluorescence; inhibition, % at 10 µM; 340,000 compounds, 0.036% hits; AID 488895;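 active = mean replicate inhibition at least 50% and at least half of replicates individually reaching 50%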;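 note: exported cargo escapes ClpAP degradation while cytoplasmic cargo is degraded and loses fluorescence; 0% = median of neutral control wells and 100% = median of NaSCN control wells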
phage Ecoli inh: E. coli growth loss with phage present. growth absorbance. inhibition, % at 11.9 µM. 360,000 compounds, 0.26% hits; in the data active = inhibition above about 11%
PfHsp90 set2: reduces growth (ATP signal) of yeast expressing P. falciparum Hsp90; S. cerevisiae expressing PfHsp90, BacTiter-Glo ATP, 48 h; yeast lacking PDR1 and PDR3 efflux regulators; inhibition, % at 9.4 µM; 310,000 compounds, 0.32% hits;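 active = every replicate shows inhibition above about 80%, whatever the replicate mean, limit read from the data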;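 note: 0% = DMSO neutral controls and 100% = 20 µM radicicol positive controls; yeast relying on Plasmodium falciparum Hsp90 in place of its own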
Rtt109 HAT inh: blocks Candida albicans Rtt109/Vps75 acetyltransferase activity | Q5AAJ8 | purified Rtt109/Vps75, ThioGlo CoA-SH fluorescence, 4 h | inhibition, % at 34.9 µM | 330,000 compounds, 0.16% hits;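 active = inhibition of at least 50% in every replicate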
Target sequence (Q5AAJ8 whole entry, looked up): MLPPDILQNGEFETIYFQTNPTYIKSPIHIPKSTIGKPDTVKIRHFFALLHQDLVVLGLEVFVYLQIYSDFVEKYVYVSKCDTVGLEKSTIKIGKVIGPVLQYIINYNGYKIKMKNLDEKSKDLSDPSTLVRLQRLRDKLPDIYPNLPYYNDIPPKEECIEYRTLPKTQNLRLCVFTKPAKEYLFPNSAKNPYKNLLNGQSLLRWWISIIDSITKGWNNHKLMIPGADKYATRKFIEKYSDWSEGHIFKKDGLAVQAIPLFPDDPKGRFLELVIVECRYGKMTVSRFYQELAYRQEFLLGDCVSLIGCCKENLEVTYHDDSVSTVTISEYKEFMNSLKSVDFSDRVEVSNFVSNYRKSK
AddAB inh: less growth of phage-infected E. coli with AddAB; E. coli expressing H. pylori AddAB, absorbance growth; inhibition, % at 11.9 µM; 330,000 compounds, 0.29% hits; AID 435030; in the data active = inhibition above about 12%;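 note: 0% = vehicle wells of infected cells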
Ecoli viability: reduces bacterial viability in AddAB counter-screen. E. coli V3065 growth, OD600 absorbance, 18 h. inhibition, % at 11.9 µM. 330,000 compounds, 0.27% hits;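 active = inhibition above the campaign's mean inhibition across all tested compounds plus 3 SD, cut at about 9.9% in these data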;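 note: uninfected addAB+ strain grown without phage in ampicillin broth; 0% = DMSO wells and 100% = ciprofloxacin 0.95 µg/ml wells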
CAL PDZ FP: blocks peptide binding to human CAL PDZ domain | Q9HD26 | purified CAL PDZ, TMR-peptide fluorescence polarization, 1 h | inhibition, % at 20 µM | 330,000 compounds, 0.02% hits;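 active = highest replicate inhibition of at least 40%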;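 note: plate controls were DMSO neutral control wells for no effect and unlabeled competitor peptide control wells for full effect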
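Material – purified CerCALP PDZ construct · Detection – FP readout, S and P plane fluorescence · Measure – percent inhibition from loss of millipolarization · Controls – unlabelled peptide for full inhibition, DMSO wells as neutral · Probe or stimulus – TMR-labelled reporter peptide T*-PRC34 bound in PDZ groove · Times – 1 h at RT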
Wnt act: activators of Wnt/beta-catenin signaling; activation, % at 9.35 µM; Wnt/beta-catenin reporter cell assay, activator, plate reader; 300,000 compounds, 1.2% hits; in the data active = activation above about 30%, passing the limit was not always enough;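 note: 0% = neutral control wells and 100% = positive control wells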
DAGLB inhibitor: blocks human DAGLB lipase activity; inhibition, % at 5.17 µM; 340,000 compounds, 0.059% hits; HEK293T DAGLB membrane lysate, EnzChek fluorogenic substrate; Q8NCG7; in the data active = inhibition above about 34%;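 note: 0% = enzyme with vehicle and 100% = wells lacking enzyme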
Target sequence (Q8NCG7 whole entry, looked up): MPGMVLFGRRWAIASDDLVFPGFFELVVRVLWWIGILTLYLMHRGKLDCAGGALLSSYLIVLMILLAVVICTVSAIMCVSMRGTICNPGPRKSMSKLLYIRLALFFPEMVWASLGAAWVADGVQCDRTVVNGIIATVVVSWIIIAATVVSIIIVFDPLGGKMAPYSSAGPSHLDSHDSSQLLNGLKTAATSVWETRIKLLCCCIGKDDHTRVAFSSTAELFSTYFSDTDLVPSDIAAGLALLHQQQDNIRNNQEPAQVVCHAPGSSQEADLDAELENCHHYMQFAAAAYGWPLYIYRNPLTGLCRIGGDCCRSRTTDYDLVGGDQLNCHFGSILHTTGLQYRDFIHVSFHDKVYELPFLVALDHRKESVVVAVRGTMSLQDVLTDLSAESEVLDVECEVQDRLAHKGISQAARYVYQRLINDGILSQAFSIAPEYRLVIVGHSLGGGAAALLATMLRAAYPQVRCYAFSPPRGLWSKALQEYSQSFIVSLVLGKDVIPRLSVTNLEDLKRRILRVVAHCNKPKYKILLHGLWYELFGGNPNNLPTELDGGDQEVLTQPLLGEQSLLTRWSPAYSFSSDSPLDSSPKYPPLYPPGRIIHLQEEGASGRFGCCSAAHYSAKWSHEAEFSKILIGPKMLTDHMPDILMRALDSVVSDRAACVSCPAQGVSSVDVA
* = called active by the depositor; . = not tested or not shown; & = joins results of further samples.

Results follow in this order: PvdQ inh, Tat export inh, phage Ecoli inh, PfHsp90 set2, Rtt109 HAT inh, AddAB inh, Ecoli viability, CAL PDZ FP, Wnt act, DAGLB inhibitor
- CCN(CC)C(=O)Cn1cc(S(=O)(=O)CC(=O)N2CCOCC2)c2ccccc21
→ -8, -1, 0.1, 1, -8, -1.9, 0.0, -2.3, 1, 2
- CCCCN(C(=O)CC(c1ccccc1)c1ccccc1)c1c(N)n(CCC)c(=O)[nH]c1=O
→ 1, 2, 3.9, -5, 10, 2.4, 3.1, -0.4, 0, 5
- CCOC(=O)C1CCN(Cc2oc(CO)cc(=O)c2O)CC1
→ -13, -1, 1.1, -3, -2, 1.9, 0.6, -1.4, 0, 1
- O=C(O)CCN1C(=O)c2ccc(NC(=O)CSc3ccccc3)cc2C1=O
→ -14, -12, 4.2, 1, -2, -1.4, 0.3, -2.7, ., 1
- COC(=O)Cn1c(=NC(=O)c2nc3ccccc3s2)sc2cc(S(N)(=O)=O)ccc21
→ -15, -8, 3.2, -17, 6, -2.2, -3.7, -1.2, 21, 0
- CC(c1ccccc1)N1CC(C(=O)N2CCN(c3ccc(F)cc3)CC2)CC1=O (stereo not given)
→ -3, 9, 1.7, -8, 0, 0.3, 0.7, ., ., 4
- c1ccc(-c2nnc(-c3c[nH]c4ccccc34)nc2-c2ccccc2)cc1
→ 3, -12, 2.7, -48, 6, 3.7, 0.9, 0.7, -3, -4
- COc1ccc(CN2CCNC(=O)C2CC(=O)NC2CCC2)c(OC)c1 (stereo not given)
→ 5, -1, 1.6, -7, 9, ., ., -2.1, 1, -2
- O=C(NCc1cccnc1)/C(=C/c1ccccc1)NC(=O)c1ccccc1
→ -10, 9, -1.9, 17, -1, 3.1, 1.2, 0.1, 0, -2
- CCc1ccc(CN(C)C(=O)C2CCC(=O)N(Cc3cccc(OC)c3)C2)nc1 (stereo not given)
→ -2, -10, 4.4, 8, 10, 3.7, 1.9, -1.5, 2, -1
- COc1ccc(-n2c(SCC(=O)NCC3CCCO3)nc3c([nH]c4ccccc43)c2=O)cc1OC (stereo not given)
→ 3, -2, 1.5, 10, 2, 1.3, 1.7, -0.2, 2, 0
- CCCNC(=O)c1nc(C)c(C)nc1C(=O)Nc1cccc(Cl)c1
→ -4, -1, 67*, 2, -6, -1.2, -2.0, -2.5, -2, -1
- CCc1cc2c(=O)c(-c3nc4ccccc4n3C)coc2c(CN2CCN(C)CC2)c1O
→ 2&-8, 4&-2, 1.4, -29, -4&-4, -2.1, -3.1, -0.7, 0, -1
- Cc1nn(C(C)C(=O)NC2CCCCC2)c(=O)c2nn(-c3ccccc3)c(C)c12 (stereo not given)
→ -14, -3, -1.9, -18, 0, 0.2, -0.4, -0.6, -3, 1
- CCC(=O)N(Cc1ccco1)Cc1cc2cc3c(cc2[nH]c1=O)OCO3
→ -10, 0, -1.4, -48, -4, 4.3, 0.6, -1.2, 1, -1

The last 3 records of the part before are carried over, then new ones follow:
Results follow in this order: PvdQ inh, Tat export inh, phage Ecoli inh, PfHsp90 set2, Rtt109 HAT inh, AddAB inh, Ecoli viability, CAL PDZ FP, Wnt act, DAGLB inhibitor
- CCc1cc2c(=O)c(-c3nc4ccccc4n3C)coc2c(CN2CCN(C)CC2)c1O
→ 2&-8, 4&-2, 1.4, -29, -4&-4, -2.1, -3.1, -0.7, 0, -1
- Cc1nn(C(C)C(=O)NC2CCCCC2)c(=O)c2nn(-c3ccccc3)c(C)c12 (stereo not given)
→ -14, -3, -1.9, -18, 0, 0.2, -0.4, -0.6, -3, 1
- CCC(=O)N(Cc1ccco1)Cc1cc2cc3c(cc2[nH]c1=O)OCO3
→ -10, 0, -1.4, -48, -4, 4.3, 0.6, -1.2, 1, -1
- COc1ccc(N2C(=O)CC(Cc3ccc(Br)cc3)C2=O)cc1 (stereo not given)
→ -17, -3, -0.8, 8, -4, 0.0, -2.1, -0.7, -1, -2
- COc1cccc(C2CC(c3cccs3)=NN2C(=O)CSc2nc3c(cnn3-c3ccc(F)cc3)c(=O)[nH]2)c1OC (stereo not given)
→ -17, 15, ., 1, -2, -0.5, -2.5, -1.0, ., 1
- COc1ccc(Cn2c(-c3ccccc3C)nc3c(c(=O)c4ccccc4n3C)c2=O)cc1
→ -14, 0, -1.1, 10, -4, -1.1, -1.3, -0.6, -1, 2
- CC1(C)CC(=O)C=C(NCc2ccccc2)C1
→ 6, 3, 2.6, 1, -2, 2.2, -0.3, -0.2, 0, 0
- CC(C)(C)N/C=C(\C#N)S(=O)(=O)c1ccc(Br)cc1
→ ., ., -0.1, ., ., -0.3, -3.0, ., 4, .
- Cc1nc(NNC(=O)c2ccc(Cl)cc2Cl)cc(-c2ccccc2)n1
→ -14, 11, 1.2, 6, -6, -2.5, -0.3, -0.3, ., 1
- CCOc1ccc(OCCC(=O)N(CC(=O)Nc2ccccc2C(F)(F)F)Cc2ccco2)cc1
→ -16, -1, -2.3, -21, -14, -1.3, 0.0, -0.8, -4, 0
- O=C1NC(=O)C(CSc2ccccc2)(c2ccccc2)N1 (stereo not given)
→ -16, 0, 4.6, -11, -6, ., ., -0.1, -6, -1
- COC(=O)c1sc2nc(C)cc(-c3ccccc3)c2c1N
→ -7, 1, 1.5, -15, -5, 0.2, -1.4, -2.3, ., -5
- CCC(C(=O)NC1CCCC1)N(C(=O)Cn1nnc(-c2ccc(C)o2)n1)c1ccc(F)cc1 (stereo not given)
→ -7, -9, 1.7, -8, -12, ., ., -2.6, -4, 3
- Cc1ccc(CN(C)CC(=O)Nc2cccc([N+](=O)[O-])c2)o1
→ -3, -1, 6.6, -30, 1, 1.3, -2.8, -1.9, -5, 1
- Cc1cccc(C)c1CC(=O)N1CCOCC1
→ -14, -8, 4.4, 7, -1, 1.3, -2.0, 16, -1, 0
- CCCCn1nnc(NC(=O)c2ccc([N+](=O)[O-])cc2Cl)n1
→ -12, -6, 3.1, 7, 2, 1.2, 2.3, -0.2, 3, 0
- O=C(CCc1ccccc1)NCCc1nc2ccccc2[nH]1
→ -2, 6, 0.8, -3, -1, 0.2, -2.0, -0.7, 2, -2
- Cn1cc(CN2CCC[C@H]2CO)c(-c2cccc(Cl)c2)n1
→ -18, -6, 2.7, ., -9, 1.3, 0.5, -1.0, -1, -2
- CN1CCN(C(=O)c2cc([N+](=O)[O-])ccc2Cl)CC1
→ -11, -9, -1.5, -15, -8, 3.4, 2.2, 0.0, 0, -1
- Cc1ccc2nc(SCC(=O)Nc3ccc4sc(C)nc4c3)c(C#N)cc2c1
→ -15, -7, 3.0, 2, -2, 0.3, -0.5, -0.7, ., 1
- Cc1ccn2c(=O)c(C(=O)NCCCN3CCCCC3C)c(O)nc2c1 (stereo not given)
→ -4, -8, ., 13, 6, 2.3, 0.1, 0.4, ., 2
- O=C(CSCc1ccccc1)Nc1cccc(C(=O)Nc2ccccc2C(=O)O)c1
→ -8, 3, 0.6, ., 10, -0.9, -1.5, -4.5, ., 3
- CCC(=O)Nc1ccc2c(c1)nc1n2CCSC1
→ 6, -6, 1.6, -6, ., 2.6, 0.5, -5.1, 9, 2
- COc1cccc(-c2nc(CS(=O)CC(=O)NC3CCCC3)c(C)o2)c1 (stereo not given)
→ 4, -3, -0.2, 7, -1, -0.2, -0.8, 0.8, 5, 1
- CCCCN(CC)S(=O)(=O)c1ccc(C(=O)N=c2sc3cc(NC(C)=O)ccc3n2C)cc1
→ 18, -4, 2.1, -6, ., -0.9, -1.9, -2.0, -8, 1
- Cc1ccc(C)c(NC(=O)CCN2C(=O)[C@@H]3Cc4ccccc4CN3C2=O)c1
→ -7, -2, 0.2, 18, -7, 3.6, -1.5, -2.6, 0, 1
- CCN(CC)CCC(c1ccc2c(c1)OCO2)c1c(O)cc(OC)cc1OC (stereo not given)
→ -9, 7, 1.1, 8, 1, 0.3, -0.7, -0.2, 7, 0
- COc1ccccc1C1=NN(C(=S)Nc2ccccc2)C(c2ccco2)C1 (stereo not given)
→ 10, 4, -1.4, 5, 4, 2.4, -0.3, -1.4, ., -7
- Nc1ccc(C(=O)N2CCN(S(=O)(=O)c3ccc(Cl)s3)CC2)cc1[N+](=O)[O-]
→ -4, -10, 2.1, -10, -6, -0.7, 1.3, -0.6, -2, 4
- CCn1c(-c2ccsc2)nc2c1c(=O)[nH]c(=O)n2Cc1ccccc1
→ -7, 6, 1.1, -19, -2, 3.2, 0.1, -3.0, -6, 2
- O=C(Nc1cccc2ccccc12)C12CC3CC(C1)CC(n1cnc([N+](=O)[O-])n1)(C3)C2
→ 1, -5, 2.5, 4, 0, 1.3, -1.4, -2.2, -3, -4
- CCn1cc(C(=O)NCCc2ccccc2C)c(=O)c2ccc(C)nc21
→ 0, -2, 2.5, 6, 22, ., ., -0.6, 0, 0
- Cc1cc(N2CCCC2)ccc1/C=N/n1cnnc1
→ 14, 11, -0.8, -2, 0, 1.6, 1.6, 0.4, -2, 2
- Cc1ccc2cc(/C=N/NC(=O)CN3CCCCC3)c(Cl)nc2c1
→ -3, -11, 4.3, 5, -1, 3.2, 2.5, -0.1, -1, -2
- CS(=O)(=O)N1c2ccccc2[C@]2(Br)C[C@H]3C(=O)N[C@@H](Cc4ccccc4)C(=O)N3[C@H]12
→ -7, -11, 0.6, -5, 9, 1.4, -0.2, -0.5, -2, 6
- Cc1ccc(S(=O)(=O)N2CCC(C(=O)N3CCC[C@H]3C(=O)NCc3ccccc3)CC2)cc1
→ -8, 0, 1.2, ., -2, 1.7, -0.2, -0.6, -4, 5
- COc1cccc(-c2nn(C)c3sc(C(=O)N4CCN(c5ccccn5)CC4)cc23)c1
→ 11, 10, ., -106, 51*, 1.8, 0.5, -1.0, ., -5
- COc1ccc(CN(C)c2ncnc(N)n2)cc1
→ -1, -2, 1.5, 12, 23, 0.2, -0.9, -0.4, ., 3
- O=C(COc1ccccc1)N1CCN(C(=O)COc2ccccc2)CC1
→ 1, -3, ., -6, -4, -2.0, -0.3, -0.3, ., -1
- COc1ccc(CNC(=O)C2CCCN(c3nn4c(=O)cc(C)nc4s3)C2)cc1 (stereo not given)
→ -6, 3, 1.6, 17, -3, 4.9, 0.4, -0.2, 1, 4
- O=C(CSc1nnc(-c2ccc(F)cc2)o1)Nc1ccc(S(=O)(=O)N2CCCC2)cc1
→ -8, -6, 0.4, 4, 8, 1.5, 1.1, -1.0, ., -1
- COc1ccc(OCc2cc(C(=O)NC(C)Cn3cncn3)no2)c(Cl)c1 (stereo not given)
→ 6, -2, -0.7, 8, 10, 3.4, -0.1, -0.6, 14, 3
- CCOc1cc(/C=C(\C#N)c2nc(-c3cccs3)c(NC(C)=O)s2)ccc1O
→ -4, -2, 2.5, -12, 0, 2.9, -1.2, 1.5, ., -27
